Assay outcomes from PubChem BioAssay.
SUMO1 PPI mod = modulators of SUMO1 protein-protein interactions, primary screen, biochemical, uHTS; actives 0.33% (n = 360,000); SUMO1 binding to a labelled peptide, TR-FRET, 1 h; inhibition, % at 20 µM; Small ubiquitin-related modifier 1 (Homo sapiens), P63165; in the data active means inhibition above about 37%
LMPTP inh = LMPTP phosphatase inhibitors, primary screen, biochemical, fluorescence intensity, uHTS; Low molecular weight phosphotyrosine protein phosphatase (Homo sapiens), P24666; recombinant LMPTP-A, OMFP fluorogenic substrate; inhibition, % at 20 µM; actives 0.22% (n = 360,000);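 active means compounds that cut the enzyme signal by at least half of the control window in the single-dose screen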;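 further: plate controls were DMSO wells with enzyme plus substrate for no effect and substrate without enzyme for full effect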
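Test system – LMPTP-A enzyme · Amount – LMPTP-A at 0.625 nM final in the reaction · Buffer or medium – Bis-Tris pH 6.0, DTT, detergent · Reagent – OMFP 400 µM · Doses – single 20 µM dose · Schedule – reaction 50 min, room temperature, dark · Detection – fluorescence intensity of OMFP turnover product · Evaluation – percent inhibition versus substrate-only and uninhibited controls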
NRP1-CendR mod = modulators of CendR peptide binding to NRP-1, primary screen, biochemical, fluorescence polarization, uHTS; Neuropilin-1 (Homo sapiens), O14786; FAM-RPARPAR peptide binding to NRP-1; inhibition, % at 25 µM; actives 0.85% (n = 360,000); AID 602438, 2012;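 active means inhibition or corrected inhibition above about 18%, plus a signal ratio from 0.5 to 1.5, limit read from the data, passing the limit was not always enough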; further: strong numbers were not always called active
Target sequence (O14786 whole entry, looked up): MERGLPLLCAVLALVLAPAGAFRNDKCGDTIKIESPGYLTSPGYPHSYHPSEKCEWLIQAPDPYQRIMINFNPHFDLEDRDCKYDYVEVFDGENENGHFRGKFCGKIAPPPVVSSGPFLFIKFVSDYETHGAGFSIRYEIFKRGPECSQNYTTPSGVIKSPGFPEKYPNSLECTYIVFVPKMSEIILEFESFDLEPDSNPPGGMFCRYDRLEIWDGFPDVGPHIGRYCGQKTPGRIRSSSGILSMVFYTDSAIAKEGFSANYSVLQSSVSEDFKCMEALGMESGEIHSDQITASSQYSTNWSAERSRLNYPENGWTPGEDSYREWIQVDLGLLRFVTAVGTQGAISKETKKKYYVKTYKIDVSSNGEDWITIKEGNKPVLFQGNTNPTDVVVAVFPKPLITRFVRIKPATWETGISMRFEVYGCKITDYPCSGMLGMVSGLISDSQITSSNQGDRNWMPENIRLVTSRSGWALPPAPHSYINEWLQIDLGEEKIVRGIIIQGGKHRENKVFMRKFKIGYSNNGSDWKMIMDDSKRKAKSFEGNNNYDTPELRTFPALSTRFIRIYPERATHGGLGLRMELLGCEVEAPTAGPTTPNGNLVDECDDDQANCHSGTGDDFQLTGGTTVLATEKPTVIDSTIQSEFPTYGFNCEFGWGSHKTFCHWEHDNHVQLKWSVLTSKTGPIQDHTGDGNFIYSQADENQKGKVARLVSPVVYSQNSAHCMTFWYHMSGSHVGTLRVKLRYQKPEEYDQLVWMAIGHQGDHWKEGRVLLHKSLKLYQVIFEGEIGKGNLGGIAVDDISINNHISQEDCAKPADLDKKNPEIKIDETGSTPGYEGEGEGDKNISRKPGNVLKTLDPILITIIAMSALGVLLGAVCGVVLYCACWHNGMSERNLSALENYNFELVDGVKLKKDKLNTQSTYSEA
MsrA inh = bovine MsrA enzyme inhibitors, primary screen, biochemical, absorbance, HTS; Methionine sulfoxide reductase A (Bos taurus); purified bovine MsrA, absorbance read-out; inhibition, % at 15.5 µM; actives 0.75% (n = 360,000); AID 651718, 2012; in the data active means inhibition above about 4.5%;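 further: 0% = vehicle wells with enzyme and 100% = reference inhibitor wells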
MsrA act = bovine MsrA enzyme activators, primary screen, biochemical, absorbance, HTS | purified bovine MsrA, absorbance read-out | activation, % at 10.6 µM | AID 602163, 2012 | Methionine sulfoxide reductase A (Bos taurus) | actives 0.3% (n = 360,000); in the data active means activation above about 7.5%;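 further: 0% = vehicle and 100% = reference activator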
Tb MetRS inh = T. brucei MetRS inhibitors, primary screen, biochemical, luminescence; actives 0.4% (n = 360,000); AID 624268, 2012; inhibition, % at 11.9 µM; purified T. brucei MetRS, ATP depletion, Kinase-Glo luminescence; methionyl-tRNA synthetase (Trypanosoma brucei brucei);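 active means inhibition above a per-plate cutoff of the control wells' mean inhibition plus 3 SD, cut at about 5.5% in these data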;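 further: 0% = DMSO wells median and 100% = median of wells with control inhibitor compound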
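Assay system: T. brucei methionyl-tRNA synthetase, purified | Medium: HEPES buffer with MgCl2, KCl, DTT, spermine, BSA, pyrophosphatase | Compound: 11.9 µM single point | Incubation: 15 min enzyme-compound preincubation, 2 h reaction, 10 min detection, 25 °C | Measured by: Kinase-Glo luciferase luminescence reporting remaining unconsumed ATP | Measure: % inhibition normalized to control-well medians | Replication: Singlicate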
eLon inh = inhibitors of E. coli Lon protease, primary screen, biochemical, fluorescence polarization | P0A9M0 | purified E. coli Lon protease | inhibition, % at 7.94 µM | actives 0.42% (n = 360,000); in the data active means inhibition above about 13%, passing the limit was not always enough;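 further: 0% = enzyme with probe and DMSO and 100% = no enzyme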
DNMT1 block = human DNMT1 methyltransferase inhibitors, primary screen, biochemical, molecular beacon, fluorescence, HinP1I cleavage, uHTS | DNA (cytosine-5)-methyltransferase 1 (Homo sapiens), P26358 | inhibition (reported as % activation of signal), % at 10 µM | actives 0.83% (n = 360,000); in the data active means inhibition above about 50%
STEP inh = STEP phosphatase inhibitors, primary screen, biochemical, fluorescence intensity, uHTS | inhibition, % at 20 µM | actives 0.25% (n = 360,000) | recombinant STEP, OMFP fluorogenic substrate;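 active means inhibition at 20 µM, scaled per plate between control wells, above about 37%, limit read from the data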;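 further: 0% = DMSO with enzyme and substrate and 100% = substrate only without enzyme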
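System: STEP phosphatase, cell-free reaction; Buffer or medium: Bis-Tris pH 6.0 buffer with DTT, detergent; Incubation: 20 min at room temperature, dark; Measured by: fluorescence, 480/540 nm.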
Scp-1 inhibitor = Scp-1 phosphatase inhibitors, primary screen, biochemical, colorimetric, uHTS | inhibition, % at 20 µM | Carboxy-terminal domain RNA polymerase II polypeptide A small phosphatase 1 (Homo … | actives 0.88% (n = 340,000) | Recombinant Scp1, phosphopeptide, malachite green phosphate absorbance;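 active means inhibition above about 50% at 20 µM, limit read from the data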;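 further: plate controls were DMSO wells with enzyme for no effect and wells lacking enzyme for full effect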
Target sequence (Q9GZU7 76-261 limits assumed): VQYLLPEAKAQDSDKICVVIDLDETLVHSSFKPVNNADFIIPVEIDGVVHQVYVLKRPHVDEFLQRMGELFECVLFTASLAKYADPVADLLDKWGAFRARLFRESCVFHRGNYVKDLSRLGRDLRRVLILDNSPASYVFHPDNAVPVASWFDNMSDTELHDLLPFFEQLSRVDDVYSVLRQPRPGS
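System: SCP-1 catalytic domain; Reagent: Phospho 17-mer peptide substrate; Doses: one concentration, 20 µM, with 1.0% DMSO; Incubation: 45 min room-temperature reaction, 5 min colour, 30 min stabiliser; Signal: Phosphate-binding colour reagent, absorbance read at 630 nm.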
* marks the source's active call; other numbers are inactive results; · = not tested or not shown.

Start of the listing, in advance (ten entries):
SMILES,SUMO1 PPI mod,LMPTP inh,NRP1-CendR mod,MsrA inh,MsrA act,Tb MetRS inh,eLon inh,DNMT1 block,STEP inh,Scp-1 inhibitor
O=C(Nc1ccccc1N1CCOCC1)c1cc(-c2ccco2)nc2ccccc12,-12,2.4,0,2.2,-1,-0.8,-6,16,1,38
COCCCn1c(SCC(=O)c2ccccc2)nc2ccccc2c1=O,25,1.5,3,-0.6,-3,0.3,5,1,-1,-8
Cc1ccnc(NS(=O)(=O)c2cccc([N+](=O)[O-])c2)c1,-27,-1.5,3,0.2,-2,-0.2,-4,0,-5,3
CC(NC(=O)COC(=O)C1=NN(c2ccccc2)C(=O)CC1)c1ccccc1 (stereo unspecified),-5,-1.3,-6,0.2,-8,-0.5,8,2,-2,-6
Nc1nonc1-n1nnc(C(=O)N/N=C/c2ccoc2)c1-c1ccccc1,-16,-0.5,7,2.4,-1,0.5,-1,-2,-3,-7
O=S(=O)(NC1CC(NS(=O)(=O)OCC(Cl)(Cl)Cl)C2CCCCC12)OCC(Cl)(Cl)Cl (stereo unspecified),3,-5.7,-1,·,-5,0.1,-8,-5,-1,-9
CC(=O)C1CCC2C3CCC4=CC(=O)CC[C@]4(C)[C@@]3(F)C(O)C[C@]12C (stereo partly specified),-4,-2.7,-2,0.0,-5,-1.4,4,-1,-4,-2
CCn1nnc(NC(=O)c2cccc(-c3cc4ccccc4oc3=O)c2)n1,-14,-0.2,1,2.5,-8,-0.4,-11,0,0,9
O=C(CSc1nnc(CNC(=O)c2c(F)cccc2F)o1)NCc1ccco1,6,1.6,-10,·,-8,-0.7,9,10,2,68*
CN(C)CCn1c(=O)n(-c2cccc(Cl)c2)c(=O)c2c3c(sc21)CCCCC3,-2,-0.6,-14,0.8,1,-0.6,10,-2,-1,4

The whole of this part, repeating the preview:
SMILES,SUMO1 PPI mod,LMPTP inh,NRP1-CendR mod,MsrA inh,MsrA act,Tb MetRS inh,eLon inh,DNMT1 block,STEP inh,Scp-1 inhibitor
O=C(Nc1ccccc1N1CCOCC1)c1cc(-c2ccco2)nc2ccccc12,-12,2.4,0,2.2,-1,-0.8,-6,16,1,38
COCCCn1c(SCC(=O)c2ccccc2)nc2ccccc2c1=O,25,1.5,3,-0.6,-3,0.3,5,1,-1,-8
Cc1ccnc(NS(=O)(=O)c2cccc([N+](=O)[O-])c2)c1,-27,-1.5,3,0.2,-2,-0.2,-4,0,-5,3
CC(NC(=O)COC(=O)C1=NN(c2ccccc2)C(=O)CC1)c1ccccc1 (stereo unspecified),-5,-1.3,-6,0.2,-8,-0.5,8,2,-2,-6
Nc1nonc1-n1nnc(C(=O)N/N=C/c2ccoc2)c1-c1ccccc1,-16,-0.5,7,2.4,-1,0.5,-1,-2,-3,-7
O=S(=O)(NC1CC(NS(=O)(=O)OCC(Cl)(Cl)Cl)C2CCCCC12)OCC(Cl)(Cl)Cl (stereo unspecified),3,-5.7,-1,·,-5,0.1,-8,-5,-1,-9
CC(=O)C1CCC2C3CCC4=CC(=O)CC[C@]4(C)[C@@]3(F)C(O)C[C@]12C (stereo partly specified),-4,-2.7,-2,0.0,-5,-1.4,4,-1,-4,-2
CCn1nnc(NC(=O)c2cccc(-c3cc4ccccc4oc3=O)c2)n1,-14,-0.2,1,2.5,-8,-0.4,-11,0,0,9
O=C(CSc1nnc(CNC(=O)c2c(F)cccc2F)o1)NCc1ccco1,6,1.6,-10,·,-8,-0.7,9,10,2,68*
CN(C)CCn1c(=O)n(-c2cccc(Cl)c2)c(=O)c2c3c(sc21)CCCCC3,-2,-0.6,-14,0.8,1,-0.6,10,-2,-1,4
CC1(C)CC(=O)C(C=NCCc2ccc(O)cc2)=C(O)C1,0,-1.9,1,-0.4,-2,0.0,-3,-1,1,0
O=C1NC(Cc2ccc(O)cc2)c2nc3ccc(Br)cc3c(=O)n2-c2ncccc21 (stereo unspecified),8,-1.7,-14,-0.4,-3,0.0,1,1,-2,·
Cc1c(NC(=O)CN2CCN(c3ccc([N+](=O)[O-])cc3)CC2)c(=O)n(-c2ccccc2)n1C,-21,2.0,-12,1.1,-4,0.0,-2,1,4,-4
CC(=O)Nc1ccc(Oc2ccc(NC(C)=O)c(NC(C)=O)c2)cc1,2,-1.3,1,0.7,4,-0.2,5,-2,0,-19
COc1ccc(NC(=O)c2oc3ccccc3c2NC(=O)C2CCCO2)cc1OC (stereo unspecified),-8,0.2,18,2.3,-16,-1.1,1,6,-4,-5
COC(=O)c1ccccc1-n1cccc1C(=O)NP(=O)(N1CCOCC1)N1CCOCC1,0,-2.1,0,0.4,-5,-0.7,-2,1,3,-3
C/C(=N\N=C(N)N)c1ccc(C)c(C)c1,2,-0.1,17,-1.0,-3,-0.2,-8,-1,6,-2
CC1CN(c2ccc([N+](=O)[O-])c(NCCOc3ccccc3)c2)CCN1 (stereo unspecified),-19,1.9,18,0.1,5,0.2,-3,-3,10,-1
CCO[C@H]1OC(C(=O)NCc2ccccc2)=C[C@@H](c2coc3ccccc3c2=O)[C@@H]1CCCO,4,0.9,-9,0.4,-1,-0.1,-8,4,3,-2
Cc1ccccc1NC(=O)CC1C(=O)Nc2ccccc2N1CC(=O)N(C)C1CCS(=O)(=O)C1 (stereo unspecified),-5,-2.4,5,1.2,-3,-0.3,0,-3,0,-13
CC1(Cc2ccccc2C#N)C(=O)Nc2ccc(-c3ccc4[nH]ccc4c3)cc21 (stereo unspecified),4,0.6,-2,·,-1,-0.1,-2,-45,1,·
CN1CCN(CCCNC(=O)Nc2cccc3ccccc23)CC1,-9,-7.1,-8,-0.1,-4,-1.1,1,-4,-5,-4
CN1C(=O)C(/C(N)=N/NC(=O)c2ccccc2)C2CC1(C)Oc1ccccc12 (stereo unspecified),3,1.5,5,1.1,-9,-1.3,-1,0,0,1
Cc1ccc(S(=O)(=O)N2CCCCC2)cc1C(=O)OC1CCCCC1=O (stereo unspecified),-3,0.4,7,-0.3,-2,-0.2,1,-1,0,-6
O=C(NCC1(c2ccccc2)CCCC1)c1ccco1,-2,0.0,-6,0.5,-7,-1.2,0,2,4,-4
CCOC(=O)C1C(=O)NC(c2ccccc2)=NC1c1ccccc1 (stereo unspecified),-2,-0.7,-5,-0.5,-12,-2.1,-8,2,-4,-1
CCC(CC)c1nnc(NC(=O)C2CC(=O)N(c3ccc4c(c3)OCCO4)C2)s1 (stereo unspecified),0,-0.2,-13,-0.1,-1,1.8,1,8,0,14
CCOC(=O)CNC(=O)N1CCCC(C(=O)c2ccccc2SC)C1 (stereo unspecified),-4,-1.9,10,-1.2,-2,-0.6,-4,2,-1,4
CC(C)(C)c1ccc(COC(=O)Nc2ccc(F)cc2)cc1,2,-0.6,-6,-0.2,-2,-0.2,-3,1,2,-10
CC(=O)Nc1cccc(/C(C)=N/NC(=O)c2ccc(Cl)cc2Cl)c1,-2,0.1,7,1.8,0,3.4,12,29,0,-2
CCCc1nc2ccc(C(=O)OC)cn2c1Cc1ccc(C)cc1,2,0.5,-20,-0.1,-6,-1.2,-9,9,1,·
COC(=O)c1cccc(C(=O)Nc2ccc(C)cc2Br)n1,1,-0.2,-2,0.4,-5,-0.7,-1,-2,-3,-14
NC(=O)c1csc(-c2ccc(CO)o2)n1,-10,-0.3,6,1.1,-10,-0.6,-3,2,2,·
Cc1cc(C)n2ncc(C(=O)Nc3cccc(O)c3)c2n1,4,0.4,-3,2.4,-4,-0.1,-5,3,0,-4
CCn1c(C(O)c2cc(OC)c(OC)c(OC)c2)nc2ccccc21 (stereo unspecified),-1,1.2,10,-0.1,-3,0.1,-7,-2,-1,-7
COc1ccc(O)c(C(=O)c2cnc3nc4ccccc4n3c2)c1,11,0.6,-34,1.6,-11,0.1,-15,-2,-6,-34
OC(c1cccc(F)c1)c1ncc(-c2ccc(C(F)(F)F)cc2)[nH]1 (stereo unspecified),-2,-0.1,-14,-0.4,-1,0.3,-4,11,-3,·
CN(C)c1nc2ccc(OCCN3CCCCC3)cc2s1,-4,-1.6,9,1.9,-2,-0.3,-4,1,-3,-7
CCOC(=O)C1CCCN(C(=O)COC(=O)c2ccc(C#N)cc2)C1 (stereo unspecified),-2,-1.1,0,-1.1,-3,-0.3,-1,1,1,-3
CCOC(=O)C(C)Oc1ccc(OCc2ccccc2)cc1 (stereo unspecified),4,1.1,4,-1.5,-6,-1.2,-7,-2,4,-7
Cc1ccc2c([N+](=O)[O-])c(C)ccc2n1,-14,0.7,14,1.1,1,0.8,-8,1,-2,-1
Clc1ccc(-c2cnnc(-c3ccccn3)n2)cc1,-36,-0.4,16,0.8,-2,-0.3,-9,-2,0,-3
O=C(Nc1ccc2nccnc2c1)Nc1ccccc1Cl,11,0.5,-10,-0.7,1,-0.3,-15,-2,8,-6
COc1ccc(OC)c(C2C(C(=O)c3ccccc3)=C(C)Nc3nc4ccccc4n32)c1 (stereo unspecified),-2,0.8,-2,-0.6,0,-0.1,-1,6,-1,28
COc1ccc(Cl)c(OC)c1C(=O)NC(=O)Nc1c(F)cc(F)cc1F,4,-0.8,12,-0.3,1,0.6,-6,2,-2,0
O=C(Cc1ccccc1)NCC(=O)N1CCCCC1,1,-1.3,5,-0.1,-12,-0.6,-1,2,-1,2
Cc1ccc(C)c(N2CCN(C(=O)c3cc4ccccn4n3)CC2)c1,-4,-0.8,21*,·,-3,0.1,9,8,-7,-17

A draw from above in order of number of heavy atoms, rising:
SMILES,SUMO1 PPI mod,LMPTP inh,NRP1-CendR mod,MsrA inh,MsrA act,Tb MetRS inh,eLon inh,DNMT1 block,STEP inh,Scp-1 inhibitor
Cc1ccc(C)c(N2CCN(C(=O)c3cc4ccccn4n3)CC2)c1,-4,-0.8,21*,·,-3,0.1,9,8,-7,-17
CN(C)CCn1c(=O)n(-c2cccc(Cl)c2)c(=O)c2c3c(sc21)CCCCC3,-2,-0.6,-14,0.8,1,-0.6,10,-2,-1,4
O=S(=O)(NC1CC(NS(=O)(=O)OCC(Cl)(Cl)Cl)C2CCCCC12)OCC(Cl)(Cl)Cl (stereo unspecified),3,-5.7,-1,·,-5,0.1,-8,-5,-1,-9
